# Compound activity: PubChem, National Center for Advancing Translational Sciences (NCATS)
# KCNH2 3.1 inh: qHTS for Inhibitors of KCHN2 3.1: Mutant qHTS | Potassium voltage-gated channel subfamily H member 2, brain isoform KCNH2 3.1 (human) | U2OS KCNH2 3.1, thallium flux FluxOr; stronger effect = lower value | activity change, % (tested at about 1.8 µM) | 0.95% of 340,000 active;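 active = maximum activity change below -70%; inconclusive = maximum activity change from -70% to -50%; inactive = maximum activity change above -50%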;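 note: thallium influx rate constant from kinetic fluorescence after stimulation buffer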
#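 Virally transduced U2OS (3.1 isoform, 4 h infection in dark at RT) → overnight 37 C → FluxOr + Red40 in HBSS/HEPES, 45 min → stimulation buffer, 2 min kinetic read → rate constant vs DMSO controls.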
# ELG1 DNA repair: qHTS screen for small molecules that inhibit ELG1-dependent DNA repair in human embryonic kidney (HEK293T) cells expressing luciferase-tagged ELG1; HEK293T ELG1-luciferase reporter, luminescence, 16 h; DNA damage induced by 5-fluorouridine; Potency, µM (doses to about 46.1 µM), inactives show at the top dose activity change, negative = inhibition, actives largely listed as inhibitors; 2.3% of 330,000 active; active = well fitted inhibition curve with a large enough effect; inconclusive = small, poorly fitted or top-dose-only effect, or effect the other way; note: potency is the fitted concentration of half-maximal effect; nearly all actives have a fitted effect of over 55% in size
#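 Step one: seed 2,000 cells per well. Step two: pin-transfer compound or DMSO alongside 5-fluorouridine. Step three: incubate 16 hr, 37 °C, 5% CO2. Step four: add ONE-Glo, wait 30 min, read luminescence.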
# The depositor's hits bear a star; ? = inconclusive. % is set by controls: 0 for no effect and ±100 for the full control effect. This is a subset, so the mix of outcomes need not match the whole.
# Start of the data: the first three entries (preview)
molecule | KCNH2 3.1 inh | ELG1 DNA repair
O=C(CSc1nc(-c2ccccc2)cs1)NCCCN1CCCC1=O | 10.6 | 0.0%
CCCCn1c(N)c(N(C)C(=O)c2cccc(-n3cnnn3)c2)c(=O)[nH]c1=O | -9.6 | -25.0%
C#CCOCCOCCOCCNc1nc(N2CCN(C(=O)[C@H](CC(N)=O)n3cc(C(N)[C@@H](C)CC)nn3)CC2)nc(N2CCN(C(=O)[C@H](CCCCN)n3cc([C@@H](N)CC(N)=O)nn3)CC2)n1 (some centres not stated) | 20.0 | ?

# Main list (from the top)
molecule | KCNH2 3.1 inh | ELG1 DNA repair
O=C(CSc1nc(-c2ccccc2)cs1)NCCCN1CCCC1=O | 10.6 | 0.0%
CCCCn1c(N)c(N(C)C(=O)c2cccc(-n3cnnn3)c2)c(=O)[nH]c1=O | -9.6 | -25.0%
C#CCOCCOCCOCCNc1nc(N2CCN(C(=O)[C@H](CC(N)=O)n3cc(C(N)[C@@H](C)CC)nn3)CC2)nc(N2CCN(C(=O)[C@H](CCCCN)n3cc([C@@H](N)CC(N)=O)nn3)CC2)n1 (some centres not stated) | 20.0 | ?
O=C(CN1C(=O)NC(CCc2ccccc2)C1=O)N1CCCCCC1 (configuration not stated) | 3.8 | 0.0%
CCN(C[C@H]1N[C@@](CC)(C(=O)OC)[C@H]2C(=O)N(Cc3ccccc3)C(=O)[C@@H]12)C(=O)COC | ? | 12.4%
COc1ccc(C=NNC(=O)c2cc(C)oc2C)cc1O | 2.8 | ?
CCc1sc(C(=O)Nc2nc(-c3ccccn3)cs2)cc1C | -4.7 | 9.3%
CC(C)(C)OC(=O)NCCCCCNC(=O)c1nc[nH]c1C(=O)NCCCCCNC(=O)OC(C)(C)C | -1.3 | 2.59µM*
CC[C@@]1(C(=O)OC)N[C@H](CN(C)C(=O)c2ccccc2)[C@@H]2C(=O)N(Cc3ccccc3)C(=O)[C@@H]21 | 18.7 | 1.2%
O=c1cc(-c2ccc(C(F)(F)F)cc2)oc2ccccc12 | -6.6 | 24.7%
O=C(CN1C(=O)NC2(CCCC2)C1=O)NC(c1ccccc1)c1ccccc1 | -5.7 | -3.7%
O=C(/C=C/c1ccc(S(=O)(=O)N2CCOCC2)cc1)NC(CO)C(O)c1ccc([N+](=O)[O-])cc1 (configuration not stated) | 7.2 | 3.5%
Cc1ccc2c(c1)[C@H]1[C@H](CO2)[C@H](c2ccccc2)[C@]2(C)C(=O)Nc3ccc(Br)cc3C(=O)N12 | -13.8 | ?
Cc1ccc(S(=O)(=O)N2CCCCC2)cc1NC(=O)COC(=O)c1cccn1C | -0.3 | ?
CCN(C[C@H]1N[C@@](C)(C(=O)OC)[C@H]2C(=O)N(C)C(=O)[C@@H]12)C(=O)Nc1ccc(C(F)(F)F)cc1 | 1.8 | 17.7%
Cc1cc(C)n2nc(SCC(=O)N3CCC(C(=O)O)CC3)nc2n1 | -12.5 | 19.6%
O=C(Cc1ccccc1F)Nc1cc(S(=O)(=O)N2CCOCC2)ccc1N1CCCC1 | 13.4 | 6.5%
CC1CC(C)CN(C(=O)COC(=O)c2ccc(N3CCCC3=O)cc2)C1 (configuration not stated) | -1.1 | -9.8%
NC(=O)c1ccsc1NC(=O)CN1C(=O)NC2(CCCC2)C1=O | -35.6 | ?
COc1cc(C(=O)OCC(=O)Nc2ccc(S(=O)(=O)N3CCCC3)cc2)cc(OC)c1OC | 2.4 | ?
C[C@H](CO)N1C[C@H](C)[C@@H](CN(C)C(=O)Nc2ccccc2)Oc2ccc(NS(=O)(=O)c3ccc(F)cc3)cc2C1=O | -4.7 | -1.1%
COC(=O)[C@@]1(C)[C@H]2C(=O)N(Cc3ccccc3)C(=O)[C@H]2[C@H]2CN=C(SCc3ccc(Cl)cc3)N21 | 14.4 | -27.4%
COc1ccc(S(=O)(=O)Nc2cccc3c2O[C@H](CN(C)CC2CCCCC2)[C@@H](C)CN([C@H](C)CO)C3=O)cc1 | -10.3 | 1.2%
COc1ccccc1-c1nnc(SCC(=O)NC2CCCCC2)n1N | -15.7 | ?
C#CCOCCOCCOCCNc1nc(N2CCN(C(=O)CCCCCCCCCCNC(=O)[C@H](CO)n3cc(CCCSC)nn3)CC2)nc(N2CCN(C(=O)CCCCCCCCCCNC(=O)[C@H](CCCCN)n3cc(CCO)nn3)CC2)n1 | -2.7 | ?
O=C1NC2(CCCCC2)C(=O)N1CC(=O)N1CCc2ccccc21 | 8.5 | 0.0%
COC(=O)C1=C(C)N(Cc2ccccc2)C(=NCCCOC(C)C)N[C@H]1c1ccccc1 | 12.7 | -15.0%
CCC(CO)Oc1cc(NC(=O)c2cccc([N+](=O)[O-])c2)c2ncn(C(C)C)c2c1 (configuration not stated) | 3.9 | ?
CCCCNc1c(-c2ccc(SC3CCCCC3)c(OC)c2)nc2ccc(C)cn12 | -72.3* | ?
CN(C(=O)CSc1ccc2c(c1)OCCO2)c1ccccc1 | ? | ?
CCOC(=O)Nc1cccc(OCC(=O)Nc2ccc3c(c2)CCC3)c1 | -4.3 | ?
O=C(Nc1cccc(Cl)c1)C1=CC=CN2CCS(=O)(=O)N=C12 | -13.2 | 3.3%
COCCCN(C(=O)C1CCCCC1)c1c(N)n(Cc2ccccc2)c(=O)[nH]c1=O | -2.6 | -2.6%
CCC1Nc2ncnc(N3CCCCC3)c2N(Cc2ccc(OC)cc2)C1=O (configuration not stated) | -5.2 | ?
COc1cccc([C@@H]2CC=C(C(=O)O)[C@H](c3ccc(Br)cc3)N2S(=O)(=O)c2ccc(C)cc2)c1 | 0.5 | -7.7%
CC(Sc1nnc2ccccn12)C(=O)Nc1ccc(N2CCOCC2)cc1 (configuration not stated) | 24.8 | ?
CN(C)S(=O)(=O)c1cc(NC(=O)COC(=O)CC2CC3CCC2C3)ccc1Cl (configuration not stated) | -5.9 | ?
COc1ccccc1NS(=O)(=O)c1cc(NC(=O)COc2ccccc2)ccc1N1CCOCC1 | 7.3 | -9.0%
Nc1ncnc2c1ncn2[C@@H]1O[C@H](CNC(=O)[C@@H](N)CO)[C@@H](O)[C@H]1O | -3.5 | 0.4%
CCOC(=O)[C@H]1[C@H]2COc3ccc(Cl)cc3[C@@H]2N2C(=O)[C@@H](C)NC(=O)[C@@]12C | 6.3 | 9.7%
CC[C@@]1(C(=O)OC)N[C@H](CN(C)C(=O)Nc2ccc(C)cc2)[C@@H]2C(=O)N(Cc3ccccc3)C(=O)[C@@H]21 | -1.3 | ?
Cn1c(N)c(C(=O)COC(=O)Cc2c(F)cccc2Cl)c(=O)n(C)c1=O | -10.6 | 5.5%
CC[C@]1(C(=O)OC)[C@H]2C(=O)N(C)C(=O)[C@H]2[C@H]2CN=C(SCc3ccc(C)cc3)N21 | -31.4 | 17.0%
CN(C(=O)CSc1nnc(-c2ccc(F)cc2)n1C)C1CCS(=O)(=O)C1 (configuration not stated) | -20.0 | 9.9%
Cc1ccc(C(=O)OCC(=O)NCCc2ccc(S(N)(=O)=O)cc2)o1 | -14.2 | 7.6%
COc1cccc(-c2c(-c3cc(OC)cc(OC)c3)n(C)c3ccc(-c4cnc(N5CCOCC5)nc4)cc23)c1 | -4.6 | 6.2%
CCCn1nc(C(=O)OCC(=O)Nc2ccc(C(N)=O)cc2)c2ccccc2c1=O | -1.5 | -3.8%
CCN1C(=O)C(=O)c2cc(C)ccc21 | 5.8 | ?
Cc1nc(NC(=O)COC(=O)CNC(=O)c2ccco2)c(Cl)cc1Cl | 6.0 | 20.2%
CC[C@@H]1CCCCc2ccccc2[C@H](C(=O)C[C@@H](O)CC(C)=O)OC1=O | 6.4 | ?
CN1CCC(N(C)C(=O)c2ccc(Cl)c(S(=O)(=O)N3CCc4ccccc43)c2)CC1 | 19.5 | 0.1%
CCOC(=O)C1=C(C)N(C[C@@H]2CC[C@@H](Cc3ccc(-c4ccccc4)cc3)O2)C(=O)NC1c1ccc([N+](=O)[O-])cc1 (some centres not stated) | 4.9 | -6.5%
CC[C@@H](C)[C@@H]1CN([C@@H](CN2CCC[C@H]2CN2C(N)=NC[C@H]2C(C)C)C(C)C)C(=N)N1CCc1ccc(Cl)c(Cl)c1 | 0.2 | 5.9%
C=CC[C@@H](CC(=O)N[C@H](CO)Cc1ccccc1)C(=O)N[C@@H](C)COC(=O)[C@@H](CC=C)Cc1ccc(F)cc1 | 13.8 | ?
COc1ccc(-c2noc(CCC(=O)N3CCN(c4ccccc4F)CC3)n2)cc1 | 2.7 | ?
O=C(CNC(=O)c1ccccc1)NCCCSc1ccccc1 | -4.3 | -1.1%
O=C(CC1C[C@H](C(=O)N2CCOCC2)[C@@]2(CCC3CCCC3)c3[nH]c4ccccc4c3CCN2C1=O)NCCN1CCOCC1 (some centres not stated) | 5.8 | -1.7%
C[C@H]1CN([C@@H](C)CO)C(=O)Cc2cc(NC(=O)CCC(F)(F)F)ccc2O[C@H]1CN(C)Cc1ccc(C(F)(F)F)cc1 | 4.1 | ?
CC(=O)C[C@@H](O)CC(=O)[C@H]1OC(=O)[C@H](C)C/C=C\Cc2ccccc21 | 2.1 | -1.9%
C=CCC[C@H](Cc1ccc(F)cc1)C(=O)OC[C@@H](Cc1c[nH]c2ccccc12)NC(=O)[C@@H](CC=C)CC(=O)N[C@@H](CO)Cc1ccccc1 | -38.4 | 1.9%

# Remaining list, next part.
molecule | KCNH2 3.1 inh | ELG1 DNA repair
CC[C@]12c3[nH]c4ccc(Cl)cc4c3CCN1C(=O)[C@@H](CC(=O)NCCC1=CCCCC1)C[C@@H]2C(=O)N1CCN(C(=O)C2CC2)CC1 | -4.5 | ?
CC(C)n1cnc2c(NCc3ccccc3)cc(N[C@H](C)CO)cc21 | 2.4 | 4.11µM*
CSc1ncccc1C(=O)OCC(=O)c1ccc(C)s1 | 14.2 | 16.2%
COc1ccc(NC(=O)c2ccc(NC(=O)CN3CCC(C(N)=O)CC3)cc2)cc1 | 16.4 | ?
O=C(CNC(=O)c1ccc(Cl)cc1Cl)OCc1nnc(-c2ccccc2Br)o1 | -10.1 | ?
C=C1C[C@H](O[C@@H]2O[C@H](CO)[C@@H](O)[C@H](O)[C@H]2O)[C@@H]2[C@H](OC(=O)[C@H]2C)[C@H]2[C@H](C)[C@@H](O)C[C@@H]12 | -5.9 | 13.2%
O=C(CN1C(=O)NC2(CCCCC2)C1=O)NCCc1ccccc1 | 10.5 | ?
O=C(COC(=O)c1cc(S(=O)(=O)N2CCOCC2)ccc1F)NCCc1ccc(F)cc1 | -0.3 | 0.0%
C#CCOCCOCCOCCNc1nc(N2CCN(C(=O)[C@H](CCC(=O)O)n3cc(CN)nn3)CC2)nc(N2CCN(C(=O)[C@H](CCCN=C(N)N)n3cc(C(N)[C@@H](C)CC)nn3)CC2)n1 (some centres not stated) | 9.1 | 10.1%
COc1ccc(O)c(C(=O)c2cnn(C(=O)c3cccc(N(C)C)c3)c2)c1 | -6.2 | ?
CC(C)(C)[C@H]1COC(=O)[C@@H](Cc2ccc(F)cc2)C/C=C\C[C@@H](CC(=O)N[C@H](CO)Cc2ccccc2)C(=O)N1 | 3.3 | ?
COC(=O)C1CCN(C(=O)CN2C(=O)NC3(CCC(C)CC3)C2=O)CC1 (configuration not stated) | 16.5 | -5.1%
CC1Cc2ccccc2N1S(=O)(=O)c1cccc(C(=O)OCC(=O)N2CCOCC2)c1 (configuration not stated) | 8.8 | 1.2%
CC(C)NC(=O)N(C)C[C@H]1Oc2c(NS(=O)(=O)c3cccs3)cccc2C(=O)N([C@H](C)CO)C[C@@H]1C | -5.0 | 27.4%
COc1ccc(Cl)cc1C(=O)OCC(=O)Nc1sccc1C(N)=O | 7.2 | 23.1µM*
COc1ccc(CCNC(=O)COC(=O)/C=C/c2ccc3c(c2)OCO3)cc1 | -2.7 | ?
COc1ccc(CCN2CC(C(=O)Nc3nccs3)CC2=O)cc1OC (configuration not stated) | -10.8 | -13.9%
O=C(COC(=O)c1cc(=O)[nH]c2ccccc12)NCCc1ccccc1 | 21.4 | 12.7%
CC1CN(C(=O)c2ccc([N+](=O)[O-])s2)CC(C)O1 (configuration not stated) | -6.1 | 0.0%
COc1ccccc1OCC(=O)Nc1cc(S(=O)(=O)N2CCOCC2)ccc1N1CCCCC1 | -15.7 | 25.9µM*
O=S(=O)(Nc1ccccc1N1CCOCC1)c1cccs1 | -20.8 | 0.0%
Cc1ccc(C(=O)NCC(=O)Nc2ccc(Cl)cc2)s1 | 4.3 | 0.0%
Cc1cccc(NC(=O)CSc2nc3ccccc3c(=O)n2CC2CCCO2)c1 (configuration not stated) | -12.2 | 0.0%
COc1ccccc1N(CC(=O)N1CCCC1)S(=O)(=O)c1cc([N+](=O)[O-])ccc1Cl | 10.7 | ?
O=C(CSc1nnc(-c2ccccc2F)n1C1CCCCC1)Nc1cc(C(=O)O)ccc1Cl | 2.6 | -2.0%
COc1ccccc1OCCC(=O)Nc1ccc2c(c1)OCO2 | -7.1 | -11.3%
Nc1cc(N)nc(SCC(=O)NCc2ccc3c(c2)OCO3)n1 | 7.2 | -5.2%
Cn1cccc1C1CCCN1CC(=O)Nc1ccc(C(N)=O)cc1 (configuration not stated) | 0.2 | 0.0%
COc1ccccc1CC(=O)N1CCN(S(=O)(=O)c2ccccc2F)CC1 | -7.9 | 7.6%
CC1CCN(C(=O)COC(=O)c2ccc3c(c2)OCCO3)CC1 | 2.1 | ?
